Screening data (PubChem)
Nrf2 activator: activates Nrf2 signaling. AREc32 ARE-luciferase reporter (MCF7-derived line), luminescence, 24 h. Potency, µM (highest dose often 46.1 µM), for the others: at the highest dose activation, most hits filed as activators. 410,000 tested, 0.31% active; note: potency is the fitted concentration of half-maximal effect; % of control where 0% means no effect; nearly all actives have a fitted effect of over 65% in size
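Steps: seed AREc32_Fluc cells (1000/well, 5% FBS OPTI-MEM); incubate overnight at 37 deg C; add 23 nL compound; incubate 24 hr; add Steady-Glo; hold 30 min RT; read luminescence.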
Mm-Cpn inhibitor: blocks the Methanococcus maripaludis chaperonin Mm-Cpn; AID 504842; purified Mm-Cpn ATPase, ADP Transcreener TR-FRET; 330,000 tested, 0.031% active; Potency, µM (top dose mostly 76.9 µM), for inactives: at the top dose activity, negative = inhibition, hits mostly inhibitors; note: potency is the fitted concentration of half-maximal effect; % is set by controls: 0 for no effect and ±100 for the full control effect; nearly all actives have a fitted effect of over 80% in size
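Inhibition of chaperonin ATP hydrolysis is measured as reduced ADP production, detected by competitive TR-FRET in which signal falls with ADP. Final enzyme 25 nM and ATP 10 uM, reacted 30 min at 37°C.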
HepG2 viability: counter-screen for TGF-b inhibitors: cytotoxicity in HepG2 cells | HepG2 CAGA-GFP viability, ATP luminescence, 18 h | Potency, µM (top dose mostly 46.1 µM), for inactives: at the top dose activity change, negative = cytotoxicity, hits mostly cytotoxic | 410,000 tested, 0.76% active | AID 588856; note: potency is the fitted concentration of half-maximal effect; some results filed as inactive show a strong effect at the top dose
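HepG2 CAGA-GFP cells (1000/well, DMEM with 1% FBS) received compound, then TGF-beta at 500 pg/mL final, and were incubated 18 hours at 37 degrees C. Viability was read by CellTiter-Glo luminescence. Media-only wells were set as complete cell-killing and DMSO as no toxicity.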
TGFb inhibitor: inhibitors of TGF-b signaling. HepG2 CAGA-GFP TGF-b/SMAD3 reporter, GFP fluorescence, 18 h; TGF-beta stimulated, 500 pg/mL final. Potency, µM (series often up to 46.1 µM), inactives show at the top dose activity, negative = inhibition, actives largely listed as inhibitors. 410,000 tested, 1.2% active. AID 588855; note: potency is the fitted concentration of half-maximal effect; % is set by controls: 0 for no effect and ±100 for the full control effect; nearly all actives have a fitted effect of over 65% in size
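HEPG2 CAGA-GFP reporter cells (1000/well, DMEM with 1% FBS) received compounds, then recombinant TGF-beta at 500 pg/mL final for 18 hours at 37 degrees C. Per-cell GFP summed per well was normalised to unstimulated and stimulated DMSO controls before curve fitting.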
ATXN viability: cell viability loss in ATXN counter-screen | S2 cells (HEK-293 line with an ATXN2-luciferase reporter) viability, CellTiter-Fluor protease fluorescence, 24 h | Potency, µM (doses to about 56.7 µM), hits mostly cytotoxic | 400,000 tested, 0.49% active | AID 651635; note: potency is the fitted concentration of half-maximal effect; nearly all actives have a fitted effect of over 40% in size
Nrf2 block: inhibitors of Nrf2 signaling; Potency, µM (top dose mostly 46 µM), for the others: top-dose activity change, negative = inhibition, hits mostly inhibitors; AID 504444; A549 ARE-Fluc reporter, luciferase luminescence, 18-24 h; 360,000 tested, 2.1% active; note: potency is the fitted concentration of half-maximal effect; % is set by controls: 0 for no effect and ±100 for the full control effect; nearly all actives have a fitted effect of over 60% in size
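A549 ARE_Fluc cells (5000/well, 5% FBS OPTI-MEM) pre-incubated 2 h, then treated with compounds 18-24 h at 37C/5% CO2 in concentration-response. CellTiter-Fluor viability read first; BugLite luciferase luminescence after 15 min at room temperature gives Nrf2 activity.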
CCT modulator: cytosolic chaperonin activity modulation; 360,000 tested, 0.3% active; activity change, % (concentration not given with the values), hits read low; purified chaperonin ATPase assay, HTRF ADP detection, 30 min; AID 651819; in the data active = activity change below about -30%; note: % is set by controls: 0 for no effect and ±100 for the full control effect
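First, chaperonin was dispensed at 40 nM or 20 nM final depending on batch activity. Next, compounds were pinned at 76 uM and ATP added at 10 uM. After 30 min at 37 °C, ADP detection reagents ran 30 min at ambient temperature.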
A549 tox: A549 cytotoxicity, counter-screen for Nrf2 inhibitors; A549 ARE-Fluc cells, CellTiter-Fluor viability, 18-24 h; Potency, µM (top dose mostly 46 µM), for inactives: at the top dose activity change, negative = cytotoxicity, actives largely listed as inhibitors; 390,000 tested, 0.16% active; note: potency is the fitted concentration of half-maximal effect; % is set by controls: 0 for no effect and ±100 for the full control effect
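Cytotoxicity counterscreen: CellTiter-Fluor fluorescence was measured in A549 ARE_Fluc cells after 18-24 h of compound exposure in a concentration series. The subsequent BugLite luminescent read reports ARE-luciferase activity.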
pAkt inh: Akt phosphorylation inhibition; 360,000 tested, 0.32% active; activity change, % for hits at 50 µM; Neuro2A IGF-stimulated pAkt S473 HTRF, 20 min; active compounds read low; in the data active = activity change below about -80%; inconclusive = mostly about -51% to -80%; note: % is set by controls: 0 for no effect and ±100 for the full control effect
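Single-point screen (50 µM final compound) in Neuro2A cells stimulated 20 min with 6 nM IGF at 37 deg C. After lysis, Ser473-phosphorylated Akt read by HTRF (ex 330 nm, em 615/665 nm) as the 665/615 ratio.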
An asterisk follows results filed as active; i = inactive; ? = inconclusive; . = not tested or not shown; [ ] = another dose, or the depositor's remark. Unless noted, calls come from the whole dose curve; as a rule, active = well fitted curve in the direction sought with a large enough effect; inconclusive = small, poorly fitted or top-dose-only effect, or another doubt; inactive = no such curve, though single readings can be large; an effect the other way counts as inactive or inconclusive.

SMILES	Nrf2 activator	Mm-Cpn inhibitor	HepG2 viability	TGFb inhibitor	ATXN viability	Nrf2 block	CCT modulator	A549 tox	pAkt inh
CCOc1ccc(N(C)S(=O)(=O)c2c(C(=O)N3CCC(C)CC3)c(C)n(C)c2C)cc1	0.9%	.	8%	14%	.	.	.	0%	.
Nc1nonc1-n1nnc(C(=O)N/N=C/c2ccc(O)cc2)c1CN1CCCCCC1	-1.0%	.	-1%	-13%	i	21%	0.5	-1%	i
O=c1ncn(-c2cccc([N+](=O)[O-])c2)c2ccccc12	0.1%	.	4%	17%	i	-11%	1.3	3%	i
Cc1ccc(CNC(=O)C2CC(c3ccccc3C(F)(F)F)=NO2)o1 (stereo unspecified)	-0.9%	.	-51%	-10%	i	7%	0.6	-3%	i
COc1ccc(C)cc1NC(=O)CCS(=O)(=O)c1ccc2c(c1)CC(=O)N2C	-0.9%	.	-2%	11%	i	22%	.	2%	.
CCCCCn1nc(C(=O)N(CC(C)C)c2c(N)n(CCCC)c(=O)[nH]c2=O)c2ccccc2c1=O	-0.4%	2%	0%	-8%	i	-5%	-0.1	1%	i
Cc1cc(OCc2cc(C(=O)N(C)CCCN3CCOCC3)no2)cc(C)c1Cl	2.3%	2%	-24%	-13%	i	?	-1.7	-5%	i
CC(=O)Nc1ccc(Oc2cnccn2)cc1	0.0%[9.22 µM]	1%	-3%	-10%	i	10%	-3.2	-2%	i
CCc1ccc(CNC(=O)CCC(=O)n2ncc3cc(C)ccc32)cc1	-0.6%	1%	-23%	-3%	i	4%	-0.7	-5%	i
CC(=O)c1sc(-c2ccccc2)cc1NS(=O)(=O)c1ccccc1	0.4%	-20%	-2%	1%	.	0%	0.1	5%	i
Cc1ccc(CC(=O)NCc2ccc3c(c2)OCO3)cc1	-0.6%	.	-31%	-9%	i	17%	-1.0	4%	i
COc1ccc2c(c1)[nH]c1c(=O)n(/N=C/c3ccc(OC)c(CN4CCCCC4)c3)cnc12	-0.6%	1%	1%	2%	i	1%	0.6	-8%	i
CCOc1ccccc1N1C(=O)CC(N(O)c2ccccc2)C1=O (stereo unspecified)	18%	-1%	1%	?	i	-1%	-0.6	-1%	i
O=C1CNC(=S)N1CCCc1ccccc1	0.4%	0%	12%	14%	i	3%	-0.2	1%	i
C=CCSc1nnc2c(n1)OC(c1c(C)[nH]n(-c3ccccc3)c1=O)Nc1ccccc1-2 (stereo unspecified)	0.7%	0%	-44%	-13%	i	-10%	-1.2	-14%	i
CCCCCC1CCC(C(=O)NCCN2CCOCC2)CC1 (stereo unspecified)	8.6%	0%	-9%	13%	i	2%	-1.6	-2%	i
Cc1ccc(CN2CCN(C3CCCC3)C(CCO)C2)s1 (stereo unspecified)	-0.1%	-2%	-9%	?	i	1%	-3.6	-7%	i
COc1cc(C2NC(=S)NC(C)=C2C(=O)c2ccccc2)ccc1O (stereo unspecified)	2.8%	1%	0%	15%	i	17%	0.6	-3%	i
COc1ccc(-c2ccnc3nc(N4CCN(c5ccccc5)CC4)nn23)cc1	0.3%	-4%	2%	-2%	i	?	-1.6	0%	i
Nc1c2c(=O)oc(-c3ccccc3)cc2nn1-c1ccccc1	4.7%	-1%	-1%	-11%	i	-12%	-1.0	-11%	i
CSc1ccccc1OCc1cc(C(=O)NCCN2CCCc3ccccc32)no1	-0.3%	-10%	-10%	-11%	i	12%	-8.2	8%	i
CCOc1ccc(CN2CCNC(=O)C2CC(=O)NCc2csc(C(C)C)n2)cc1 (stereo unspecified)	-0.2%	0%	-9%	-2%	i	-21%	-0.1	0%	i
Cc1nc2nc3c(cn2n1)C(=O)CC(c1ccccc1)C3 (stereo unspecified)	-0.1%	0%	11%	-1%	i	-6%	-0.9	1%	i
CN(C)C(=O)N1CCNCC1	-0.1%	1%	11%	16%	i	-14%	1.9	0%	i
O=[N+]([O-])c1cccc(C2=NCCS2)c1	-0.1%	1%	-5%	13%	i	-13%	0.4	7%	i
CN1C(=O)C(=O)/C(=C(/O)c2ccc(Br)cc2)C1c1cccc([N+](=O)[O-])c1 (stereo unspecified)	-0.8%	0%	-21%	-9%	i	6%	-2.8	-1%	i
CCOC1(OCC)C(c2ccc(Cl)cc2)C(C#N)(C#N)C1(OCC)OCC (stereo unspecified)	?	1%	-39%	?	?	-5%	-1.8	-7%	i
Cc1ccc(Oc2nc3ccccn3c(=O)c2/C=C(\C#N)C(=O)Nc2c(C)n(C)n(-c3ccccc3)c2=O)c(C)c1	4.9%	0%	-21%	-15%	i	11%	-11	3%	i
COCCn1cnc2c(c1=O)c1nc3ccccc3nc1n2/N=C/c1ccc(OC)c(OC)c1	-0.8%	0%	-39%	0%	i	-1%	1.0	1%	i
O=C(O)C1(O)C[C@@H](O)C(O)[C@H](O)C1 (stereo partly specified)	0.2%	.	-64%	11%	i	1%	-0.6	8%	.
CCc1ccc(C(C)NC(=O)COC(=O)c2ccc(-n3cnnn3)cc2)cc1 (stereo unspecified)	0.6%	0%	-1%	25%	?	2%	-0.5	-2%	i
CCN(CC)c1nc2c(S(=O)(=O)c3ccccc3)nnn2c2ccc(Cl)cc12	1.7%	.	-21%	?	i	?	.	-10%	.
CCc1cccc(C)c1NC(=O)Cn1c(=O)cc(C(F)(F)F)c2c(C)nn(C)c21	-1.0%	.	0%	-12%	i	?	.	-1%	.
CCOc1ccc(CN(C)C(=O)CNC(=O)c2sc3ccccc3c2Cl)cc1	0.5%	-15%	7%	15%	i	-9%	-0.3	14%	i
O=C(NCc1ccccn1)c1nn(-c2ccccc2Cl)nc1CO	-0.5%	.	-4%	2%	.	-3%	.	-11%	.
COc1ccc(/C=C/C(=O)NCCc2nc3ccccc3[nH]2)cc1	0.2%	1%	-57%	-19%	i	3%	-1.8	1%	i
O=C(NC(Cc1cn(Cc2ccccc2)cn1)C(=O)O)OCC1c2ccccc2-c2ccccc21 (stereo unspecified)	-1.0%	.	-18%	?	i	.	0.7	.	i
Nc1ccc(Cc2nc3c(ccc4ccccc43)[nH]2)cc1	5.0%	2%	0%	?	?	17%	1.3	-4%	i
COc1cc2c(=O)c(-c3ccc(O)cc3)coc2cc1OC1OC(CO)C(O)C(O)C1O (stereo unspecified)	-0.9%	1%	9%	-5%	i	8%	-2.3	3%	i
CCOc1cc(-c2noc(CCC(=O)NCC3CCCO3)n2)ccc1OC (stereo unspecified)	-0.8%	-3%	5%	27%	i	-5%	-1.5	-4%	i

Compound profiles, as listed above. Screens in order: Nrf2 activator | Mm-Cpn inhibitor | HepG2 viability | TGFb inhibitor | ATXN viability | Nrf2 block | CCT modulator | A549 tox | pAkt inh
Cc1ccc(CC(=O)NCc2ccc3c(c2)OCO3)cc1 as listed: -0.6% | . | -31% | -9% | i | 17% | -1.0 | 4% | i
O=C(O)C1(O)C[C@@H](O)C(O)[C@H](O)C1 (stereo partly specified) as listed: 0.2% | . | -64% | 11% | i | 1% | -0.6 | 8% | .

Further compounds
SMILES	Nrf2 activator	Mm-Cpn inhibitor	HepG2 viability	TGFb inhibitor	ATXN viability	Nrf2 block	CCT modulator	A549 tox	pAkt inh
O=C(O)c1nn(Cc2csc(-c3ccccc3)n2)c(=O)c2ccccc12	3.5%	1%	-6%	-14%	i	-10%	3.5	1%	i
CN1C(=O)C(C)(C)c2cc(S(=O)(=O)N3CCCC(C(=O)Nc4ccc(Cl)cc4)C3)ccc21 (stereo unspecified)	5.0%	3%	-31%	?	?	?	0.2	-18%	i
CCN1C(=O)C(O)(CC(=O)/C=C/C=C/c2ccccc2)c2ccccc21 (stereo unspecified)	?	-4%	-3%	9%	i	7%	-0.2	1%	i
CCOC(=O)c1c(NC(=O)COC(=O)C2CCC2)sc(C(=O)N(C)C)c1C	0.3%	-4%	1%	0%	i	15%	1.0	-4%	i
O=C1CSC(=S)N1N=Cc1ccc2c(c1)OCO2	6.1%	.	-13%	-10%	i	12%	-5.2	-4%	i
C[C@H]1CCCCO[C@@H](CN(C)C(=O)NC2CCCCC2)[C@@H](C)CN([C@@H](C)CO)C(=O)c2cc(NC(=O)Cc3ccccc3)ccc2O1	3.7%	.	-26%	-8%	?	.	-1.6	.	i
COc1ccc(N2C(=O)NC(NC(=O)c3cccnc3)(C(F)(F)F)C2=O)cc1 (stereo unspecified)	-0.6%	1%	2%	?	?	4%	-0.8	-1%	i
CC(C)C[C@H](NC(=O)N1CCn2c1nc1ccccc12)C(=O)NC1CC1	1.2%	-3%	5%	1%	i	-3%	-0.4	-3%	i
COC(=O)C(C)NC(=O)C1CCCN1C(=O)CNC(=O)OCc1ccccc1 (stereo unspecified)	2.6%	0%	-1%	0%	i	2%	0.4	0%	i
CCN(CC)C(=O)c1cc2c(=O)n3cccc(C)c3nc2n1C	-0.3%	0%	6%	1%	i	-3%	1.3	-6%	i
CC(C)OC(=O)C(CC(=O)O)NCc1ccccc1 (stereo unspecified)	-0.6%	0%	6%	13%	i	-3%	-3.4	-1%	.
CCOC(=O)c1c(C)[nH]c(N=Nc2ccc(OC)cc2)c1C	3.3%	-1%	-29%	-11%	i	?	0.3	-15%	i
CCCc1nn2c(=O)cc(COc3ccc(/C=C(\C#N)C(=O)Nc4ccc(F)cc4)cc3)nc2s1	-0.4%	.	1%	4%	i	16%	.	-1%	.
COc1cc(C)c(S(=O)(=O)N2CCN(C)CC2)cc1C	0.4%	0%	-4%	-1%	i	2%	-0.5	-1%	i
